Sm TGR inh: inhibitors of Schistosoma mansoni thioredoxin glutathione reductase; Potency, µM (titrated, usually from 114 µM), for inactives: at the top dose activity change, negative = inhibition, actives largely listed as inhibitors; 360,000 tested, 3% active; purified TGR, DTNB reduction, TNB absorbance 405 nm; AID 485364; Q962Y6; also: nearly all actives have a fitted effect of over 60% in size
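Kinetic colorimetric format: TGR-catalysed, NADPH-driven DTNB reduction monitored via TNB absorbance. Enzyme dispensed at 20 nM; compound exposure 15 min at room temperature before reaction start.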
TbPYK inhibitor: inhibitors of Trypanosoma brucei pyruvate kinase; AID 624173; Potency, µM (series often up to 76.8 µM), for inactives: top-dose activity, negative = inhibition, usual class: inhibitors; TbPYK enzyme, Kinase-Glo Plus ATP luminescence, 45 min; 410,000 tested, 0.12% active; also: nearly all actives have a fitted effect of over 50% in size
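T. brucei PYK with substrate was exposed to pin-transferred compounds across a concentration series, then started with 130 uM ADP (final). After 45 min at room temperature, Kinase-Glo Plus luminescence was read, normalized and curve-fitted.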
* hit, by the source's call; ? = inconclusive; [ ] = remark or other dose. Calls follow the shape of the dose curve; as a rule, active = well fitted curve in the direction sought with a large enough effect; inconclusive = small, poorly fitted or top-dose-only effect, or another doubt; inactive = no such curve, though single readings can be large; an effect the other way counts as inactive or inconclusive. % is scaled to controls: 0 for no effect and ±100 for the full control effect; potency is read from the fitted curve at half-maximal effect. These rows are one share of the data; count on the stated rates, not on these rows.

SMILES	Sm TGR inh	TbPYK inhibitor
COc1cc(OC)cc(C(=O)Nc2nc(-c3nnn(-c4ccc(F)c(Cl)c4)c3C)ns2)c1	1%	-2%
COc1cccc(OCc2nc3ccccc3n2CCOc2cccc(C)c2)c1	11%	4%
COc1cc(CNC(=O)c2sc3ncccc3c2-n2cccc2)cc(OC)c1OC	1%	0%
Cc1ccc(CNC(=O)CSc2nc3ccsc3c(=O)n2-c2ccc(Br)cc2)cc1	-5%	2%
COc1ccc(CCNC(=O)CCn2c(=O)c3ccccc3n(Cc3ccccc3C)c2=O)cc1OC	9%	1%
COC(=O)CN1C(=O)CSc2ccc(S(=O)(=O)Nc3cc(C)ccc3C)cc21	9%	-5%
COc1ccc(CNC(=O)c2cnn(-c3ccccc3)c2-n2cccc2)cc1OC	-2%	0%
Cc1ccc(Cl)cc1N1CCN(C(=O)c2cnn(-c3ccc(Cl)cc3)c2C2CCNCC2)CC1	1%	-8%
COc1ccc(-c2nc(SCC(=O)Nc3cccc(C(C)=O)c3)n[nH]2)cc1	0%	2%
CCc1nn(CC(=O)N(C)Cc2ccccc2)c(=O)c2cc3sccc3n12	-1%	1%
Cc1cc(Nc2cccc(C(F)(F)F)c2)nc2ccc(NC(=O)Cc3ccc(Cl)cc3)cc12	-2%	4%
Cc1ccc(N2C(=O)C(CC(=O)Nc3ccccc3)N(CCC3=CCCCC3)C2=O)cc1 (stereo unspecified)	-13%	7%
CSc1ccc(CNC(=O)C2CCN(c3nnc(-n4cccc4CNc4ccc(C)cc4)s3)CC2)cc1	-8%	2%
O=C(c1ccco1)N1CCN(c2nc3c(Cl)cccc3s2)CC1	-20%	2%
COc1ccc(Cn2ccc3nc(C)c(C(=O)N4CCN(c5ccccc5F)CC4)cc3c2=O)cc1	2%	5%
O=S(=O)(NCc1ccc(Cl)cc1)c1ccc(-c2cnc(C3CC3)o2)cc1	-2%	-5%
COCCNC(=O)c1cccc(-n2c(C)nc3cccnc32)c1	7%	-2%[15.4 µM]
COc1ccc(CNc2nc3c(-c4ccccc4)nnn3c3ccccc23)cc1	1%	6%
CCCCOc1ccc(Cn2c(=O)sc3ccccc32)cc1OC	1%	-1%
Cc1ccc(NC(=O)CCc2nnc3n(CC(C)C)c(=O)c4ccccc4n23)cc1C	5%	6%
COCCCNc1oc(-c2ccc(COc3ccc(Cl)cc3)o2)nc1C#N	-4%	2%
COc1ccc(C)cc1NC(=O)Cn1cc(S(=O)(=O)Cc2ccccc2Cl)c2ccccc21	-3%	6%[15.4 µM]
Cc1ccc(CNc2nc(-c3ccco3)nn2S(=O)(=O)c2ccc3ccccc3c2)cc1	-25%	3%
CCOc1ccccc1C(=O)Nc1ccc2nc3c(c(Nc4ccc(OC)c(OC)c4)c2c1)CCCC3	-6%	2%
CC(C)OCCCn1c(=O)c2ccccc2n2c(-c3ccccc3F)nnc12	0%	1%
COc1ccccc1CNc1nc2nc(C)c(Cl)c(C)n2n1	0%	1%
Cc1ccc(-n2c(/C=C\c3ccc(F)c(F)c3)nc3ccccc3c2=O)c(C)c1	-6%	1%
COc1ccc(CNC(=O)C(=O)Nc2cc(Cl)ccc2OC)cc1	-1%	-3%
COc1cc(Nc2nc3c(S(=O)(=O)c4ccccc4)nnn3c3ccc(Cl)cc23)cc(OC)c1	-2%	1%
CCOc1ccc(C(=O)Nc2ccc(S(=O)(=O)Nc3nc(C)cc(C)n3)cc2)cc1OC	5%	0%
O=C(Nc1nc2ccc(F)cc2s1)c1nc(SCc2ccccc2F)ncc1Cl	-1%	2%
CCC(=O)N1CCc2cc(Br)cc(S(=O)(=O)CCC(=O)NCc3ccccc3OC)c21	-2%	2%
Cc1ccc(Cn2c(SCc3ccc(C(=O)N4CCCCCC4)cc3)nc3ccncc32)cc1	0%	1%
CCOc1ccccc1CNC(=O)c1[nH]c2ccccc2c1Sc1ccccc1	1%	0%
CCCNc1ccc(-c2nc(-c3ccco3)no2)cc1[N+](=O)[O-]	?	9%
CCOC(=O)C1CCN(S(=O)(=O)c2cc(Br)cc3c2N(C(=O)CC)CC3)CC1	7%	6%
Cc1ccc(NC(=O)CCn2nc(C)c3c(C)n(-c4ccccc4)nc3c2=O)cc1Cl	4%	2%
Cc1ccc(CNC(=O)C2COc3ccccc3C2)cc1 (stereo unspecified)	9%	4%
CCN(CC)S(=O)(=O)c1ccc(NC(=O)NCc2noc3ccc(C)cc23)cc1	6%	10%
Cc1ccccc1C(=O)NCC(c1cccnc1)N1CCc2ccccc21 (stereo unspecified)	3%	-18%
Cc1cc(C)n(C(C)CC(=O)NCc2ccc(N(C)C)cc2)n1 (stereo unspecified)	-1%	2%
Cc1ccc(CSc2nc3cccnc3n2Cc2ccc(C(=O)NC3CCCCC3)cc2)cc1	-4%	5%
CC(CNC(=O)c1cc2cc(S(=O)(=O)N3CCCCC3)ccc2n1C)c1ccccc1 (stereo unspecified)	5%	4%
O=C(CN1C(=O)CCSc2ccc(S(=O)(=O)N3CCCC3)cc21)Nc1cccc(F)c1	0%	2%
COc1ccc(CCNC(=O)C2=C(C)C(=O)OC23CCCCC3)c(OC)c1	-7%	-3%
Cc1cc(C)c2oc(C(=O)Nc3c(C(=O)c4ccc(F)cc4)oc4ccccc34)cc(=O)c2c1	1%	3%
COc1ccccc1CCNC(=O)Cc1c(C)c2c(cc(C)c3c(C)coc32)oc1=O	2%	2%
COc1ccc(-c2noc(-c3ccc(N4CCN(c5ccccc5)CC4)c([N+](=O)[O-])c3)n2)cc1	0%	-7%
CCc1cccc(C)c1NC(=O)CN1C(=O)C2(SCC(=O)N2c2cc(C)cc(C)c2)c2ccccc21 (stereo unspecified)	-2%	-3%
CCOc1ccc(-c2nnc(SCC(=O)NCCc3ccccc3)nc2-c2ccc(OCC)cc2)cc1	7%	-3%
COc1ccccc1CNC(=O)CN1C(=O)CCc2cc(S(=O)(=O)N3CCCCC3)ccc21	-7%	-2%
CCOC(=O)c1noc2nc(C)n(Cc3ccc([N+](=O)[O-])cc3)c(=O)c12	0%	-2%
Cc1cccc(CN2CCN(CC(=O)NCCc3ccc(Cl)cc3)C2=O)c1	-9%	-1%
COC(=O)c1c(NC(=O)c2cc(OC)c(OC)c(OC)c2Br)sc2c1CCC(C)C2 (stereo unspecified)	6%	6%
COc1ccc(C(=O)c2oc3ccccc3c2NC(=O)c2ccc(F)cc2)cc1	?	-2%
COc1cc(-c2nc3cccc(C)n3c2Nc2ccc3c(c2)OCCO3)ccc1O	-27%	-8%
Clc1ccccc1Cn1c(-c2cccs2)nc2ccccc21	2%	4%
COc1ccc(OC)c(S(=O)(=O)N2Cc3ccccc3CC2C(=O)Nc2ccc(C(C)=O)cc2)c1 (stereo unspecified)	-7%	-6%
COc1cc(C(=O)Nc2cc(C)ccc2OCc2cc(=O)n3cc(C)sc3n2)cc(OC)c1OC	-1%	0%
CCC(Sc1nc2nccnc2c(=O)n1Cc1ccc(OC)cc1)C(=O)NC1CCCCC1 (stereo unspecified)	2%	6%

Full records as entered above.
Listed for CCOc1ccc(-c2nnc(SCC(=O)NCCc3ccccc3)nc2-c2ccc(OCC)cc2)cc1 → Sm TGR inh = 7%; TbPYK inhibitor = -3%
Listed for Cc1ccc(Cn2c(SCc3ccc(C(=O)N4CCCCCC4)cc3)nc3ccncc32)cc1 → Sm TGR inh = 0%; TbPYK inhibitor = 1%

More records
SMILES	Sm TGR inh	TbPYK inhibitor
CSCCC(NS(=O)(=O)c1ccc2c(c1)oc(=O)n2C)C(=O)N1CCN(c2ccc(F)cc2)CC1 (stereo unspecified)	16%	-13%
Cc1nc(-c2ccc(S(=O)(=O)N3CCN(c4ccccc4F)CC3)cc2)co1	7%	0%
Cc1ccc(C(C)C)c(OCCSc2nc3ccccc3n2CC(O)CO)c1 (stereo unspecified)	4%	3%
CCn1c(SCC(=O)N2CCC(C)CC2)nnc1-c1ccccc1O	9%	3%
COc1ccc(C2CC(=O)c3cc(-c4nc(-c5cccc([N+](=O)[O-])c5)cs4)c(=O)n(-c4ccc(F)cc4)c3C2)cc1 (stereo unspecified)	3%	1%
O=C(CSc1nc2c([nH]c3ccccc32)c(=O)n1-c1ccc(Cl)cc1)NCc1ccccc1	0%	2%
CN1CCN(CCCNC(=O)c2ccc3nc(Cc4ccccc4)oc3c2)CC1	3%	5%
COc1ccc(-c2nc3n(n2)C(c2ccccc2F)C(C(=O)Nc2cccnc2)=C(C)N3)cc1OC (stereo unspecified)	9%	1%
O=C(CCCCn1c(=O)c2ccccc2n(CC(=O)Nc2cccc(C(F)(F)F)c2)c1=O)NCc1ccc2c(c1)OCO2	-1%	3%
COc1ccc(NC(=O)Cn2c(-c3ccc(F)cc3)cc(C(C)=O)c2C)c(OC)c1	-2%	-4%[15.4 µM]
Cc1cc(Nc2ccccc2Cl)n2nc(-c3ccco3)nc2n1	?	-6%
CCOc1ccc(OCC)c(NC(=O)CN(c2ccc(C)cc2)S(=O)(=O)c2c(C)n[nH]c2C)c1	11%	-8%
Cc1ccc(C)c(NC(=O)c2cc(S(=O)(=O)NCCC3=CCCCC3)ccc2F)c1	2%	-4%
O=C(Cn1nc(N2CCN(c3ccccc3)CC2)ccc1=O)NCc1ccccc1F	1%	-2%
Cc1cn(C)c(CC(=O)N2CCN(c3ccccc3F)CC2)c1C(=O)O	-1%	0%
CCN1CCN(Cc2nc3cc(NC(=O)c4cc(OC)c(OC)c(OC)c4)ccc3n2CC)CC1	-3%	0%
COc1ccccc1C(=O)NCC(c1cccnc1)N1CCc2ccccc2C1 (stereo unspecified)	-1%	-4%
COc1cc(OC)cc(C(=O)NCCc2csc(-c3ccc(C(F)(F)F)cc3)n2)c1	-12%	1%
COc1ccc(N2C(=O)CSC23C(=O)N(Cc2ccc(C)cc2)c2ccccc23)cc1Cl (stereo unspecified)	6%	5%
CCCS(=O)(=O)N1CC(=O)N(c2cc(C)cc(C)c2)C(C)(C(=O)NC2CCCCCC2)C1 (stereo unspecified)	0%	0%[15.4 µM]
COc1ccc(CCNC(=O)CSc2cn(CCNC(=O)c3c(F)cccc3F)c3ccccc23)cc1OC	1%	-2%
O=C(NCCn1cc(SCc2cccc(F)c2)c2ccccc21)c1cccc(C(F)(F)F)c1	3%	3%
CCC(C(=O)Nc1ccccc1)n1nc(-c2cc(C)ccc2C)ccc1=O (stereo unspecified)	-8%	-4%
COC(=O)COc1ccc(C2C(C(=O)OC)=C(C)NC3=C2C(=O)c2ccccc23)cc1OC (stereo unspecified)	-4%	-4%

Sorted by molar mass (rising): 4 of the compounds above
SMILES	Sm TGR inh	TbPYK inhibitor
CCC(C(=O)Nc1ccccc1)n1nc(-c2cc(C)ccc2C)ccc1=O (stereo unspecified)	-8%	-4%
COc1cc(OC)cc(C(=O)NCCc2csc(-c3ccc(C(F)(F)F)cc3)n2)c1	-12%	1%
COc1ccc(N2C(=O)CSC23C(=O)N(Cc2ccc(C)cc2)c2ccccc23)cc1Cl (stereo unspecified)	6%	5%
O=C(NCCn1cc(SCc2cccc(F)c2)c2ccccc21)c1cccc(C(F)(F)F)c1	3%	3%

Remaining list, next part:
SMILES	Sm TGR inh	TbPYK inhibitor
COc1cc(OC)c(NC(=O)N2CCOc3ccc(C)cc32)cc1Cl	2%	0%
CC(CNC(=O)C1CCN(C(=O)N2CCOc3ccc(Cl)cc32)CC1)c1ccccc1 (stereo unspecified)	-7%	-1%
Cc1cc(C)n(-c2nc3cc(Cl)ccc3nc2Nc2ccc(CC(=O)O)cc2)n1	2%	0%
COc1ccc(N2CCN(C(=O)CSc3n[nH]c(-c4ccccc4Cl)n3)CC2)cc1	3%	0%
Cc1ccc(-n2ncc3c(NC4CCCCC4)ncnc32)cc1C	1%	0%
O=C(CCCn1c(=O)[nH]c2ccccc2c1=O)NCc1ccccc1Cl	-5%	-18%
CC(C)(C)C(=O)Cn1c(=O)n(CCCCCC(=O)NCc2ccc3c(c2)OCO3)c(=O)c2sccc21	-6%	-1%
CCOc1ccc(NC(=O)CCc2c(C)nc3nc(-c4cc(OC)cc(OC)c4)nn3c2C)cc1	4%	-19%
O=C(NCCc1ccc(Cl)cc1)c1nc(-c2cccc(F)c2)n2c1CCCCC2	-6%	-3%
Cc1ccc(-n2c3c(c(=O)[nH]c2=O)C(NC(=O)C(C)(C)C)(C(F)(F)F)C(=O)N3)cc1 (stereo unspecified)	2%	1%
COc1ccc(-n2ccnc(NCCc3ccc(S(N)(=O)=O)cc3)c2=O)cc1Cl	-9%	-3%
COc1ccc(C2(N3CCN(c4cccc(C)c4C)CC3)C(=O)c3ccccc3C2=O)cc1	-22%	-12%
CC(C)CC(C(=O)NCCc1ccccc1)N1Cc2ccccc2C1=O (stereo unspecified)	-10%	-11%
CCN(CCCNC(=O)c1cc2c(=O)[nH]c3ccccc3c2s1)c1ccccc1	6%	-4%
Cc1oc2ccc(O)c(CN3CCN(C)CC3)c2c1C(=O)Nc1ccc(C(C)C)cc1	1%	-2%

Taken from above:
TbPYK inhibitor result of CCN(CCCNC(=O)c1cc2c(=O)[nH]c3ccccc3c2s1)c1ccccc1 : -4%
TbPYK inhibitor result of COc1ccc(C2(N3CCN(c4cccc(C)c4C)CC3)C(=O)c3ccccc3C2=O)cc1 : -12%
Sm TGR inh result of CC(C)CC(C(=O)NCCc1ccccc1)N1Cc2ccccc2C1=O (stereo unspecified) : -10%
TbPYK inhibitor result of CC(C)(C)C(=O)Cn1c(=O)n(CCCCCC(=O)NCc2ccc3c(c2)OCO3)c(=O)c2sccc21 : -1%
